Source: PubChem
OXTR agonist = human OXTR agonists, primary screen, fluorescence, CHO-OTR cells, Fluo-8 calcium | activation, % at 3 µM | Oxytocin receptor (Homo sapiens), P30559 | AID 2435, 2010 | Fluo-8 calcium fluorescence; normalized: DMSO 0%, oxytocin 100% | 0.32% of 320,000 active;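 active = activation above the mean of all tested compounds plus 3 SD, cutoff set per screening run, cut at about 20% in these data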;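 also: peak over basal fluorescence ratio from a 100 s FLIPR kinetic read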
Target sequence (P30559 whole entry, looked up): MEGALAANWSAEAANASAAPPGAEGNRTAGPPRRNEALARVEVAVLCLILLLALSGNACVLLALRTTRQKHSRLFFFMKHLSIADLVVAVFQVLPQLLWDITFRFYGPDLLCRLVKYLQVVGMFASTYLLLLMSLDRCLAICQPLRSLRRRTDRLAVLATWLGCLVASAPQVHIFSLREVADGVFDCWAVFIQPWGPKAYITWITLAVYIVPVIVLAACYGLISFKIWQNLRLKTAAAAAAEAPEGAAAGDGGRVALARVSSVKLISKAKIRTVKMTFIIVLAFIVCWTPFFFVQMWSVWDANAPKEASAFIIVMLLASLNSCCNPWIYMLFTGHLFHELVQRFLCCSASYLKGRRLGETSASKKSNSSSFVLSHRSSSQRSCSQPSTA
CHRM1 PAM = human M1 muscarinic receptor positive allosteric modulators, primary screen, CHO-K1 cells, Fluo-8 calcium fluorescence, 1536-well. Muscarinic acetylcholine receptor M1 (Homo sapiens), P11229. CHO-K1 hM1, ACh EC20; 0% = ACh EC20, 100% = maximal ACh. activation, % at 3 µM. 0.088% of 360,000 active; in the data active = activation above about 19%, passing the limit was not always enough
CHO parental Ca = ATP-evoked calcium signal inhibitors, parental CHO, primary screen, counter-screen for OX1R antagonist project, cell-based, fluorescence, Fluo-8 calcium dye; parental CHO-K1, ATP-induced calcium, Fluo-8 fluorescence; inhibition, % at 5.6 µM; 0.63% of 330,000 active; AID 463079, 2010;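 active = inhibition above that plate's mean sample inhibition plus 3 SD, cut at about 26% in these data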;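 also: 0% = ATP-challenged DMSO wells and 100% = DMSO wells without ATP; some compounds past the cut are filed as inactive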
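Assay system: parental CHO cells; Read-out basis: percent inhibition of ATP-evoked calcium rise, normalized to controls; Benchmarks: ATP and no-ATP DMSO wells; Compound dosing: single nominal dose of 5.6 µM per compound; Signal: Fluo-8 calcium dye fluorescence; Also added: ATP as calcium-mobilizing challenge; Repeats: singlicate.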
TAAR1 antagonist = human TAAR1 antagonists, primary screen, Fluo-8 calcium fluorescence, CHO RD-HGA16 cells. antagonist. inhibition, % at 3 µM. Trace amine-associated receptor 1 (Homo sapiens), Q96RJ0. AID 624466, 2012. 1.5% of 360,000 active;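 active = inhibition above a per-plate cutoff, the mean inhibition of test compounds on that plate plus 3 SD, cut at about 49% in these data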;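 also: 0% = DMSO plus EC80 beta-PEA response and 100% = DMSO alone without agonist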
Target sequence (Q96RJ0 whole entry, looked up): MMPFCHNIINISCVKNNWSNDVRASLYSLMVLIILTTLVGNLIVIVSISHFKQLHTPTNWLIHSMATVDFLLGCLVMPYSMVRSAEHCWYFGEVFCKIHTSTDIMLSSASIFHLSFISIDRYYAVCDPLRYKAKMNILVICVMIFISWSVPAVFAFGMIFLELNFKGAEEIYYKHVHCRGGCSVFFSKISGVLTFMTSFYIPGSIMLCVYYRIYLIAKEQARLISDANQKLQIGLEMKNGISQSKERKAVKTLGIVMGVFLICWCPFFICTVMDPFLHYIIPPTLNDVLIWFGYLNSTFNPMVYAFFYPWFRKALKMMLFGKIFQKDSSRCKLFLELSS
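Material: CHO RD-HGA16 cells bearing hTAAR1; compound dosing: one-point dosing, 3 µM nominal final; schedule: dye loading 75 min at 37 °C, then 30 min room temperature; measured by: calcium fluorescence with Fluo-8; control set: vehicle and agonist controls; replication: n of 1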
TAAR1 ag = human TAAR1 agonists, primary screen, Fluo-8 calcium fluorescence, CHO RD-HGA16 cells. activation, % at 3 µM. 0.99% of 360,000 active. AID 624467, 2012. vehicle wells 0%, saturating PEA agonist 100%;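 active = activation above the mean activation of all test compounds in the run plus 3 SD, cut at about 38% in these data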
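Assay system: CHO-derived RD-HGA16 cells with stable Gα16 and human TAAR1; timing: 17-24 h seeding, 75 min 37 °C dye, 30 min RT; read-out: % activation from peak over basal fluorescence ratio, DMSO-to-PEA scaled; measured by: kinetic Fluo-8 calcium fluorescence; benchmarks: low control DMSO, high control PEA (EC100); doses: 3 µM single concentration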
CHRM1 agonist = human M1 muscarinic receptor agonists, primary screen, Fluo-8 calcium fluorescence, CHO-K1 cells, HTS; activation, % at 3 µM; Muscarinic acetylcholine receptor M1 (Homo sapiens), P11229; CHO-K1 hM1, agonist mode; 0% DMSO, 100% acetylcholine EC100; 0.33% of 360,000 active;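 active = activation above the run's mean compound activation plus 3 SD, cut at about 16% in these data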;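 also: peak over basal fluorescence ratio within a 140 s kinetic read after compound addition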
V1aR counter = agonists of human V1a receptor, primary screen, counter-screen for OXTR agonist project, fluorescence, CHO-V1R cells; Vasopressin V1a receptor (Homo sapiens), P37288; Fluo-8 calcium fluorescence, agonist mode; 0% DMSO, 100% 3 nM vasopressin; activation, % at 3 µM; 0.25% of 320,000 active; AID 2797, 2010;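 active = activation above the mean activation of all tested compounds plus 3 SD, per screening run, cut at about 20% in these data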;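 also: signal is peak over basal fluorescence ratio across a 100 second FLIPR read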
CHRM1 antagonist = human M1 muscarinic receptor antagonists, primary screen, CHO-K1 cells, Fluo-8 calcium fluorescence, 1536-well; Muscarinic acetylcholine receptor M1 (Homo sapiens), P11229; CHO-K1 hM1, ACh EC80 antagonist; inhibition, % at 3 µM; 1.3% of 360,000 active; AID 588852, 2011;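 active = percent inhibition above its own plate's cutoff, namely the mean of that plate's compound wells plus 3 SD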;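 also: peak over basal fluorescence ratio during 140 s after agonist addition; 0% = ACh EC80 plus DMSO and 100% = DMSO alone without agonist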
OXTR potentiator = human OXTR potentiators, primary screen, fluorescence, CHO-OTR cells, Fluo-8 calcium; Oxytocin receptor (Homo sapiens), P30559; activation, % at 3 µM; Fluo-8 calcium fluorescence, potentiator mode; 0% = oxytocin EC15, 100% = EC100; AID 2445, 2010; 0.061% of 320,000 active;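 active = activation above that plate's cutoff, the mean activation of tested compounds plus 3 SD, cut at about 6.6% in these data, passing the limit was not always enough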;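 also: 100% uses oxytocin at 75 nM as the full agonist control; some results filed as inactive read as strong as hits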
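Replication – single well per compound, singlicate · Assay system – CHO cell line stably expressing human OTR · Timing – 6 min pre-incubation, 100 s read · Measure – normalized max/min fluorescence ratio, % activation · Doses – 3.0 µM, one dose · Detection – Fluo-8 calcium dye fluorescence · Probe or stimulus – oxytocin near EC15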
An asterisk follows results filed as active; x = not tested or not shown.

SMILES,OXTR agonist,CHRM1 PAM,CHO parental Ca,TAAR1 antagonist,TAAR1 ag,CHRM1 agonist,V1aR counter,CHRM1 antagonist,OXTR potentiator
CC1CN(S(=O)(=O)c2cccc(C(=O)OCC(=O)NCc3ccccc3)c2)CC(C)O1 (configuration not stated),0.7,13,-16,-22,-3,-2,-0.2,-10,2
COc1ccc(/C(N)=N/OC(=O)c2cccc([N+](=O)[O-])c2C)cc1OC,0.8,2,3,x,x,-2,0.4,-2,0
COc1ccc(-n2c(=S)[nH]c3cc(C(=O)NCCCN4CCOCC4)ccc3c2=O)c(OC)c1,0.3,11,0,-1,5,-6,1.0,-10,-21
COc1ccc(S(=O)(=O)Cc2ccc(C(=O)NCCCN(C)c3ccccc3)o2)cc1,-1.0,0,-20,4,8,-7,0.9,-8,-7
Cc1c(C(=O)O)oc2ccc3c(c12)C(O)CC(C)(C)O3 (configuration not stated),1.0,0,-6,-13,0,-5,1.3,0,0
CN(C)c1nc(NCc2ccccc2)nc(N/N=C/c2ccc(Cl)cc2Cl)n1,-1.4,0,-13,-24,6,-3,-0.1,-2,-9
CC(=O)c1ccc(N2CCN(C(=S)Nc3ccccc3C(F)(F)F)CC2)cc1,1.2,3,-16,-29,9,-9,2.2,5,-17
Cc1ccc(CN2CC34C=CC(O3)C(C(=O)NCc3ccco3)C4C2=O)cc1 (configuration not stated),-1.1,5,3,-2,2,-3,-0.7,-4,-11
COc1ccc(CCC(=O)Nc2nc3ccccc3[nH]2)cc1,5.6,6,70*,21,10,-3,5.7,-1,6
O=C(COC(=O)C1CC2C=CC1C2)Nc1ccccc1[N+](=O)[O-] (configuration not stated),-1.7,8,-1,-15,8,-1,0.3,-14,-8
CCOC(=O)c1ccc(-n2[nH]c(-c3ccccc3)cc2=O)cc1,-0.4,-3,6,-1,5,-1,-0.6,8,-4
CCC/C=C/c1ccc(CN2C(C(C)C)C(=O)N(Cc3cn(CC4CCCCC4)nn3)CCS2(=O)=O)cc1 (configuration not stated),x,0,x,-12,0,-3,x,-5,x
NNC(=O)c1sc2cc(C(F)(F)F)cnc2c1-c1ccccn1,-0.9,18,-26,-30,3,-5,0.2,-12,7
O=C(Cn1cc(COc2ccc3ccccc3c2)nn1)NS(=O)(=O)c1cccc(OC(F)F)c1,x,-1,x,10,0,-5,x,-2,x
CCn1c(SCc2cccnc2)nc2c1c(=O)n(C)c(=O)n2C,0.8,6,-9,5,0,-5,1.2,0,-2

SMILES,OXTR agonist,CHRM1 PAM,CHO parental Ca,TAAR1 antagonist,TAAR1 ag,CHRM1 agonist,V1aR counter,CHRM1 antagonist,OXTR potentiator
COc1ccc2cc(C3C(C#N)=C(N)OC(C)=C3C(C)=O)c(Cl)nc2c1 (configuration not stated),-0.1,9,-31,2,-1,-4,1.3,-2,-21
CC12CCC(=O)N1C(C(=O)Nc1nnc(SCc3ccc(F)cc3)s1)CS2 (configuration not stated),-0.1,-3,-11,-4,1,-4,1.3,8,-15
Cc1cc(OC(=O)c2cc([N+](=O)[O-])ccc2Cl)c([N+](=O)[O-])c(=O)[nH]1,0.0,4,-6,0,0,-1,0.3,-8,-2
CCOC(=O)c1sc(SCC(=O)Nc2ccc(N(C)C)cc2)nc1N,2.3,-4,-7,15,3,-2,5.5,-10,-2
O=C(COC(=O)c1ccc[nH]c1=O)NC1CCCCCCC1,-0.1,11,6,-7,0,-5,0.6,-15,-16
CCc1ccc(/C(C)=N/NC(=O)C(O)c2ccccc2)s1 (configuration not stated),-2.3,0,-17,-31,10,-2,0.6,6,1
O=C(NCCc1c[nH]c2ccccc12)c1ccc2[nH]c(=O)c(=O)[nH]c2c1,-0.6,7,1,-7,0,-2,-0.3,-12,-22
COC(=O)N/N=C\c1cc(Br)ccc1OCc1ccccc1,-2.8,-6,-17,13,-1,-3,-1.0,16,-11
COc1cc(CCC(=O)Nc2ccc(Cl)c(C(F)(F)F)c2)cc(OC)c1OC,1.9,-2,6,11,2,-7,5.5,1,-7
CSCCC(NS(=O)(=O)c1ccccc1F)C(=O)NCCCn1nc(C)cc1C (configuration not stated),0.4,8,-16,6,0,0,0.1,-12,-1
Cc1cc(=O)oc(C)c1C(=O)NCC1CCCO1 (configuration not stated),-0.4,5,3,3,13,-3,-0.4,-2,-4
O=C(Cn1nnc(-c2ccc(NC(=O)c3ccccc3F)cc2)n1)NCc1ccc(F)cc1,-0.1,4,-4,-2,0,-3,0.7,-3,-2
CCN(C(=O)CSc1n[nH]c(-c2cc(Cl)ccc2OC)n1)C1CCS(=O)(=O)C1 (configuration not stated),x,10,x,-19,7,-4,x,-9,x
COc1ccc(CCNC2=NCCS2)cc1OC,-1.0,6,-13,-20,0,-3,0.5,-3,-5
Cc1cccnc1NC(=O)C1CCN(S(=O)(=O)c2ccc3c(c2)CCC(=O)N3)CC1,0.5,8,7,-12,1,-1,0.8,-11,1

Two compounds from above, showing only CHRM1 antagonist, CHRM1 agonist and TAAR1 ag.
| smiles | CHRM1 antagonist | CHRM1 agonist | TAAR1 ag |
| --- | --- | --- | --- |
| CC12CCC(=O)N1C(C(=O)Nc1nnc(SCc3ccc(F)cc3)s1)CS2 (configuration not stated) | 8 | -4 | 1 |
| CCN(C(=O)CSc1n[nH]c(-c2cc(Cl)ccc2OC)n1)C1CCS(=O)(=O)C1 (configuration not stated) | -9 | -4 | 7 |

Further structures
SMILES,OXTR agonist,CHRM1 PAM,CHO parental Ca,TAAR1 antagonist,TAAR1 ag,CHRM1 agonist,V1aR counter,CHRM1 antagonist,OXTR potentiator
CCOc1cc(NC(=S)NCCCN2CCOCC2)c(OCC)cc1NC(=O)c1cccs1,0.0,6,-7,11,4,-10,1.1,-4,-1
O=C(Nn1cc(C(=O)Nc2ccccc2F)c2ccccc2c1=O)c1cnccn1,1.0,7,-2,-2,2,-4,-0.6,-7,-11
CCCCCCn1c(C(C)NC(=O)c2ccco2)nc2ccccc21 (configuration not stated),-3.1,-4,-44,1,3,-6,-1.0,-7,-5
Cc1c(O)ccc2c(-c3ccccc3)cc(=O)oc12,4.2,-11,16,32,7,1,8.3,8,-21
Cc1cc(NC(=O)c2cccc(S(=O)(=O)N3CCCCCC3)c2)no1,-0.6,5,-23,1,10,-4,-0.1,-7,-8
CC(C)(C)Nc1nc(SCc2ccccc2)nc(N2CCOCC2)n1,-0.9,12,-47,-4,9,-6,0.7,-19,-6
CC(C)N=C(NS(=O)(=O)NC(=O)c1ccccc1)c1ccccc1,0.9,13,-11,-16,0,0,0.4,-22,0
COC(=O)c1cc(S(=O)(=O)N2CCC(C)CC2)ccc1F,-0.9,6,-12,6,13,-6,-0.3,-13,-3
CC(=O)Nc1ccc(/C=N/NS(=O)(=O)c2cc(C)ccc2C)cc1,0.6,6,-4,2,2,4,0.1,-29,0
COc1ccc(CNC(=S)NC(C)CCc2ccccc2)cc1 (configuration not stated),0.2,0,-10,-17,0,0,0.7,3,-5
Cc1ccc(Oc2coc3cc(OC(=O)c4cccs4)ccc3c2=O)cc1,-0.8,7,-5,1,-1,-2,0.6,5,-5
CCc1cc(CNC(=O)CCc2nnc(CCCc3ccccc3)o2)on1,-0.5,18,-8,-20,2,-3,-0.6,-13,-1
Cc1nc2ccc(NC(=O)C3(C)CCCN(C(C)C)C3)cc2o1 (configuration not stated),x,0,x,-5,1,-9,x,-9,x
O=C(CSc1nnc(-c2ccc(Cl)cc2)o1)NNC(=O)c1ccncc1,1.4,0,-9,-7,1,-2,0.1,2,-3
CC1CN(S(=O)(=O)c2cccc(C(=O)N=c3sccn3C)c2)CC(C)O1 (configuration not stated),2.1,5,-14,-15,2,2,0.6,-13,-3

SMILES,OXTR agonist,CHRM1 PAM,CHO parental Ca,TAAR1 antagonist,TAAR1 ag,CHRM1 agonist,V1aR counter,CHRM1 antagonist,OXTR potentiator
CCn1c(=O)n(CC)c2cc(S(=O)(=O)N3CCOCC3)ccc21,0.8,-3,1,7,3,-6,0.4,4,-6
COc1cccc(/C=N/n2cnc3c(cnn3-c3ccccc3)c2=O)c1,0.0,10,-11,-39,5,-4,1.5,-6,-2
CC(=O)C1=C(O)C(=O)N(Cc2cccnc2)C1c1ccc(Cl)cc1Cl (configuration not stated),0.0,9,-5,-9,5,8,-0.5,-6,-2
COc1ccc(S(=O)(=O)Nc2ccc3c(c2)OCO3)cc1,2.4,2,5,4,18,-4,2.2,0,-13
Cc1ccccc1-c1cc2nc(Nc3ccc(F)cc3)n(C)c(=O)c2s1,x,-2,x,45,1,-4,x,-5,x
COc1ccccc1C(=O)NC(=O)CSc1nc(C)cs1,-0.6,16,-17,1,0,0,0.1,-24,-5
COc1ccc(CC(=O)N2CCC(n3nccc3NC(=O)C3CCOC3)CC2)cc1 (configuration not stated),0.9,9,0,-13,2,-1,0.8,-8,3
CCOC(=O)c1c(/N=C/N(C)C)sc(/C=N/Nc2ccccc2)c1-c1ccccc1Cl,-1.4,-4,-7,12,9,-7,-1.1,5,-11
COc1ccc(C2Nc3ccccc3C(=O)N2Cc2ccco2)cc1COc1ccc([N+](=O)[O-])cc1 (configuration not stated),0.5,-7,-5,-3,8,-5,-0.4,8,-6
O=C(Cc1noc2ccccc12)NNC(=S)Nc1ccc(Cl)cc1,0.6,0,11,-19,3,-3,-0.1,5,-11
CC(/C=C/c1ccc2c(c1)OCO2)=N/NC(=O)CNc1ccc(C)cc1,1.4,12,-9,-13,7,-2,3.7,-9,-9
O=C(c1ccccc1)n1ccn(-c2ccccc2)c1=S,-1.8,1,-12,-1,2,-5,-1.1,-11,-9
CC1=NN(c2nc(C)cc(C)n2)C(=O)C1CCC(C)C (configuration not stated),-0.1,6,-11,-15,23,-4,0.1,-2,-2
Cc1cc(C)nc(N=Nc2c(O)n(Cc3ccc(Cl)cc3)c3ccccc23)n1,-1.6,3,-24,-25,-1,-11,-0.6,-7,-4
